High-throughput results as filed in PubChem.
hcGAS lum – inhibitors of human cGAS; Q8N884; recombinant h-cGAS, ATP depletion, Kinase-Glo luminescence; inhibition, % at 12.5 µM; 290,000 tested, 0.081% active; AID 1259398;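 note: 0% = vehicle reaction and 100% = reaction without DNA for no activity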
Target sequence (Q8N884 whole entry, looked up): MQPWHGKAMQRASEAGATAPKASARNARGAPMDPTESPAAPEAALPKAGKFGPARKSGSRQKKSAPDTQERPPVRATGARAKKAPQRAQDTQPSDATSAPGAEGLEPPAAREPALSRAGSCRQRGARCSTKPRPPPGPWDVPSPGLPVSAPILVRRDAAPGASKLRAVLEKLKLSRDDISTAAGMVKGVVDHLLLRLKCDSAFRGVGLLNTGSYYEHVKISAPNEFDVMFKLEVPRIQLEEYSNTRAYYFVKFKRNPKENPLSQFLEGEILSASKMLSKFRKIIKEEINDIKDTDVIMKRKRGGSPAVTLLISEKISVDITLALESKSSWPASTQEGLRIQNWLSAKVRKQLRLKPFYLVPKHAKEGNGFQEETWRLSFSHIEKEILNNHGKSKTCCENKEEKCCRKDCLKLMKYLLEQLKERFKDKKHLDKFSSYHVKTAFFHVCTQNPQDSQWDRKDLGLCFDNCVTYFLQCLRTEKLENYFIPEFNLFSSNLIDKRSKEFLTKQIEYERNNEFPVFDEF
mcGAS lum – mouse cGAS inhibition by luminescence; recombinant cGAS, Kinase-Glo ATP depletion luminescence; inhibition, % at 12.5 µM; 160,000 tested, 0.15% active;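 note: 0% = negative control wells and 100% = reference inhibitor with no enzyme activity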
NPYLR7 ag – activates Aedes aegypti NPYLR7 receptor; activation, % at 10 µM; AID 1259423; HEK293T NPYLR7/Galpha15, GCaMP6s calcium fluorescence; 270,000 tested, 0.15% active; in the data active = activation above about 40%;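 note: 0% = vehicle and 100% = reference agonist at the receptor; some compounds past the cut are filed as inactive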
* marks the source's active call; other numbers are inactive results; x = no result given. Cut-off read from the data, not from the text of the source, unless noted: active = inhibition above about 40%; inactive = the rest. Hits appear at their usual frequency. About 0.29% of those tested had a hit in this group.

SMILES	hcGAS lum	mcGAS lum	NPYLR7 ag
COc1cccc(-c2c[nH]c(=S)n2Nc2ccccc2Cl)c1	-8	-4	7
Cc1ccc(Cl)c(Oc2cc(N3CCN(CC(=O)N4CCCC4)CC3)ncn2)c1	-4	-3	2
Cn1c(SCCc2ccccc2)nc2ccsc2c1=O	-4	x	2
N#CC(=Cc1ccc([N+](=O)[O-])o1)c1nc(C2CC2)cs1	-9	x	-6
CCC(C(=O)N1CCC2(CC1)C(=O)N(CC(=O)NCCc1ccccn1)CN2c1ccccc1)c1ccccc1 (stereo not drawn)	-8	-4	19
CCOC(=O)c1cnc2ccc(C(=O)OC)cc2c1Nc1cccc(OC)c1	-3	-9	-5
COC(=O)C1=C(NC(=O)COc2ccccc2)CCS1	-4	-9	-1
CCn1cc(C(=O)Nc2nc(C)cs2)c2nn(-c3ccccc3)c(=O)c-2c1	-7	-8	2
CCCNC(=O)c1cc(C2CCCCN2C(=O)OCC(C)C)on1 (stereo not drawn)	-4	-7	-1
COCCN(CC(=O)N(Cc1ccc2c(c1)OCO2)Cc1ccco1)C(=O)/C=C/c1ccc([N+](=O)[O-])cc1	-9	-5	16
CN1CCC(Cc2noc(CCC(=O)c3ccccc3)n2)CC1	-12	x	3
NS(=O)(=O)CCNC(=O)C(=O)N1CC2(CCC2)c2c(F)cccc21	-6	-10	-4
COc1ccc(-c2csc(-n3[nH]c(C)c(N=Nc4ccc(N=Nc5ccccc5)cc4)c3=O)n2)cc1	-1	-1	-6
COc1ccc(-c2cc(C(=O)N3CCN(C/C=C/c4ccccc4)CC3)c(C)n2-c2ccc(F)cc2F)cc1	-4	-5	19
Cc1cc(C)n(-c2cncc(N3CCC(Cc4ccccc4)CC3)n2)n1	-3	x	5
CC(C)C1=NOC(C(=O)N2CCc3c(cc(-c4ccncc4)c(=O)n3CCN3CCCCC3)C2)C1 (stereo not drawn)	-3	-7	20
COc1ccc(CCN(C)C2CCCN(Cc3ccccc3F)C2)cc1OC (stereo not drawn)	-4	-10	4
CNC(=O)NC(=O)C(Oc1ccc(Cl)cc1Br)c1ccccc1 (stereo not drawn)	-5	x	9
CCN(CC)S(=O)(=O)c1ccc(NC(=O)c2ccoc2C)cc1	-10	x	4
COc1ccc(NC(=O)Cn2nc(C)c([N+](=O)[O-])c2C)cc1OC	-5	-5	7
CC(C)Cc1cc(C(=O)N(C)CC2Cc3ccccc3O2)no1 (stereo not drawn)	-2	x	2
COc1cc(C)c(S(=O)(=O)N2CCCC2)cc1C	-6	-8	2
Cc1ccccc1C(NC(=O)C1CCN(CCc2cccs2)CC1)c1cnccn1 (stereo not drawn)	-5	-2	3
Cc1c(C(=O)NCc2ccccc2C(F)(F)F)sc(=O)n1CCc1ccccc1	1	x	-6

Compound profiles (already shown). Order of screens: hcGAS lum | mcGAS lum | NPYLR7 ag
COc1ccc(-c2csc(-n3[nH]c(C)c(N=Nc4ccc(N=Nc5ccccc5)cc4)c3=O)n2)cc1 reads -1 | -1 | -6
COc1ccc(NC(=O)Cn2nc(C)c([N+](=O)[O-])c2C)cc1OC reads -5 | -5 | 7

Continued.
SMILES	hcGAS lum	mcGAS lum	NPYLR7 ag
COc1ccc(CN(Cc2ccc(F)cc2)C(=O)CC(C)C)cc1OCc1nc(CO)cs1	0	-3	7
O=C(CN1C(=O)CCC1=O)Nc1nnc(-c2cc(Cl)ccc2Cl)o1	-2	x	5
O=C(CCn1cnnc1)NCc1cccnc1Oc1ccccc1F	-6	x	0
CCC(NC(=O)C(C)(C)OC)C1CC(O)C1 (stereo not drawn)	-8	-7	x
COCC1(C(=O)NC(C)C(=O)Nc2cc(F)ccc2C)CCC1 (stereo not drawn)	-6	-12	-1
CCN(CC)CCCNC(=O)c1nnc2n(c1=O)CCN2c1ccc(OC)cc1	-11	-7	-2
CNC(=S)N(Cc1ccc(OC)cc1)C1CC(=O)N(c2ccc(F)cc2)C1=O (stereo not drawn)	-6	x	-2
CCCC(CCC)C(=O)Nc1c(C)nc2sc(C)c(C)n2c1=O	-7	x	7
CCOC(=O)c1nn(-c2ccc(C)cc2)c(=O)cc1NCc1ccc(C)cc1	-6	x	3
O=C1CCC(C(=O)N2CCN(Cc3cccc(-c4noc(-c5cccnc5)n4)c3)CC2)=NN1	-10	-8	x
COC(=O)c1ccc(CN(Cc2ccc(C)o2)C2CC2)o1	-5	x	-5
O=C(C1CCN(c2nnc(N3CCCC3=O)s2)CC1)N1CCN(C2CCCCC2)CC1	-5	x	1
CC(C(=O)Nc1ccccc1F)N1CCC2CCCCC2C1 (stereo not drawn)	-12	-4	5
COc1ccc(N2CCN(C3CCCN(C(=O)c4cc(N)n[nH]4)C3)CC2)cc1 (stereo not drawn)	-4	x	10
Cc1ccnc(C(N)C2CC2)c1 (stereo not drawn)	-4	-7	4
COCCN(CC(=O)N1CCc2sccc2C1COc1ccccc1F)S(=O)(=O)c1ccc(OC)cc1 (stereo not drawn)	-5	-7	13
Cc1ccc(Cn2c(=O)c3c(nc4n(CCN5CCOCC5)c(C)c(C)n34)n(C)c2=O)cc1	-7	x	9
CC(C(=O)O)N1C(=O)C2C3CCC(C3)C2C1=O (stereo not drawn)	0	-2	0
Cc1cc(CNc2cnccn2)c2[nH]c(-c3ccccc3)c(C)c2c1	-8	x	0
CCCC(C)N1CC2(CCN(C(=O)C3CCC(O)CC3)CC2)OC1=O (stereo not drawn)	-9	-5	x
CCc1nc(N2CCN(S(=O)(=O)c3ccc(Cl)c([N+](=O)[O-])c3)CC2)c2c3c(sc2n1)CCCC3	-6	-4	-10
N#Cc1ccsc1NC(=O)CSc1nc2ccccc2c(=O)n1CCCO	-4	x	14
CC(=O)Nc1ccc(S(=O)(=O)Oc2ccc(Cl)cc2CN(CCN(C)C)C(=O)C(C)C)cc1	-4	-3	16
C=CCN(C(=O)Cn1c(=O)c2c(ncn2C)n(C)c1=O)c1nc2c(s1)CCCC2	4	-5	1

Shown field by field: 2 of the compounds above
COCCN(CC(=O)N1CCc2sccc2C1COc1ccccc1F)S(=O)(=O)c1ccc(OC)cc1 (stereo not drawn)
  hcGAS lum = -5	mcGAS lum = -7	NPYLR7 ag = 13
Cc1ccc(Cn2c(=O)c3c(nc4n(CCN5CCOCC5)c(C)c(C)n34)n(C)c2=O)cc1
  hcGAS lum = -7	mcGAS lum = x	NPYLR7 ag = 9

(more compounds)
SMILES	hcGAS lum	mcGAS lum	NPYLR7 ag
CC(C)(C)CN1CCNCC1CCO (stereo not drawn)	5	x	1
O=S(=O)(c1ccc(Cl)c(Cl)c1)N1CCN(Cc2cc(-c3ccccc3)no2)CC1	0	x	2
CCCCN(CC(=O)N(CCc1ccc(OC)c(OC)c1)Cc1cccs1)C(=O)C(C)(C)CCl	-8	-4	-3
CCc1nc2ccc(C(=O)N3CCN(C)CC3)cn2c1N(CCC(C)C)CCN(C)C	-4	-2	-2
O=C(NCc1nnnn1-c1ccc(F)cc1)Nc1cccs1	-16	x	3
O=C(c1ccc2c(c1)OCCO2)N1CCOC(Cc2ccccc2)C1 (stereo not drawn)	-3	x	2
C(=NC1=NN(c2ccccc2)CC1)c1ccccc1	-2	-5	1
CS(=O)(=O)Nc1cccc(C#CCNC(=O)C2CCC2)c1	6	-4	2
COC(=O)c1ccc2nc(NC(=O)c3cn(C)nc3OC)sc2c1	-6	x	26
O=C(CC(c1ccccc1C(F)(F)F)c1c[nH]c2ccccc12)NCc1ccncc1 (stereo not drawn)	-9	-6	9
CCOC(=O)CCC(=O)N1CCN(c2ncccc2C(=O)NCc2cccs2)CC1	-2	-5	0
Cc1cc(C2CCC2)nc(-c2ccc(O)cc2)n1	-2	x	-1
COC(=O)C1=C(C)N=c2sc(=Cc3ccc(O)c(OC)c3)c(=O)n2C1c1ccccc1 (stereo not drawn)	-1	x	-11
Cc1ccc(/C=C/C(=O)NC(C)CN2CCCC2=O)s1 (stereo not drawn)	-5	x	10
Cc1ccc(-c2nc3cc(C)ccn3c2NC(=O)c2ccc(C(F)(F)F)cc2)cc1	0	-1	-5
Oc1[nH]c2ccc(Br)cc2c1N=Nc1ccc(F)cc1F	-7	x	0
CC(C)Cc1cc(C(=O)N2CCN(C(=O)c3ccccc3)CC2)no1	-5	x	3
CCc1nc2ccc(C(=O)NCC3CCCCC3)cn2c1N(C)Cc1nccs1	-4	-1	-10
CCn1cnnc1CCNC(=O)c1cnn2c1CCCC2	3	x	-4
Cc1ccc(OCc2occc2C(=O)N2CCCC(N3CCCC3=O)C2)cc1 (stereo not drawn)	-5	x	-1
O=C(NCc1ccncc1)c1ccc(CSc2nnc(Cc3ccccc3)n2-c2cccc(C(F)(F)F)c2)cc1	-9	-4	5
CC(C)CNC(=O)C1(NCc2nnsc2Cl)CCCC1	0	x	0
CNc1cc(-c2ccc(CN3CCCCC3)cn2)c2cc[nH]c2n1	60*	-6	21
CC(=O)OC(C(=O)Nc1ccc(CNC(=O)NC(C)C)cc1)c1ccccc1 (stereo not drawn)	-3	-7	-7
O=C(CCc1ccc(=O)[nH]n1)N1C[C@@H]2C3CCC(CC3)[C@@H]2C1	-1	x	11
Cc1cc(=O)n2[nH]c(N3C(=O)C4CCCCC4C3=O)nc2n1 (stereo not drawn)	0	x	-6
CCCCN1CCN(c2nc3c(c(=O)[nH]c(=O)n3C)n2Cc2ccccc2)CC1	-2	x	28
Cc1ccccc1-n1c(SCCCC(=O)N2CCN(C(=O)COCc3ccccc3)C(C)C2)nnc1-c1ccco1 (stereo not drawn)	-4	-5	8
Cc1cccc(Oc2ccnc(N3CCN(CCS(=O)(=O)c4ccccc4)CC3)n2)c1	-1	-3	-1
COc1ccc(N2CCN(C(=O)Cc3csc(NC(=O)CN(CC(C)C)C(=O)c4ccc(Cl)cc4)n3)CC2)cc1	1	-1	-3
CC(=O)Nc1cccc2nc(CN3CCCC(CO)(Cc4cccc(Cl)c4)C3)ccc12 (stereo not drawn)	-4	x	3
CC(Sc1cnn(C)c(=O)c1Br)c1ccccc1F (stereo not drawn)	-5	x	-1
CCC(C)c1ccc(OCCOc2ccc(C=C3C(=O)NC(=S)NC3=O)cc2OC)cc1 (stereo not drawn)	-3	-1	-5
O=C(NCCCn1ccnc1)c1nn2c(C(F)(F)F)cc(-c3cccs3)nc2c1Cl	-10	-5	-8
COC(=O)C(CC(C)C)NC(=O)CNC(=O)c1ccc(C)c(C)c1 (stereo not drawn)	-8	x	1
CCCCC1CCC(C(=O)Nc2c(C)nc3ccc(C)cn3c2=O)CC1 (stereo not drawn)	-16	x	5

An excerpt from further up:
SMILES	hcGAS lum	mcGAS lum	NPYLR7 ag
O=C(NCCCn1ccnc1)c1nn2c(C(F)(F)F)cc(-c3cccs3)nc2c1Cl	-10	-5	-8
COC(=O)C(CC(C)C)NC(=O)CNC(=O)c1ccc(C)c(C)c1 (stereo not drawn)	-8	x	1
CCCCC1CCC(C(=O)Nc2c(C)nc3ccc(C)cn3c2=O)CC1 (stereo not drawn)	-16	x	5

Next compounds follow:
SMILES	hcGAS lum	mcGAS lum	NPYLR7 ag
Cc1cc2nc(-c3ccccc3)c(N3CCN(C(=O)C(Cl)Cl)CC3)nc2cc1C	-10	-7	x
O=C1NC(O)C(O)N1c1ccccc1 (stereo not drawn)	0	x	0
Cc1cc(C)c(C)c(S(=O)(=O)N2CCC(C(=O)NCCCN3CCCCCC3)CC2)c1C	-5	-6	2
O=C1CCCN1CCCNc1nc(C2CC2)nc2c1CCC2	-12	-5	x
O=C(Nc1cccc(-c2cccc(F)c2)c1)C1CCN(Cc2ccc(CO)o2)CC1	-3	x	0
CC(Sc1nnc(N(C)C)n1C(C)C)C(=O)NC1CC1 (stereo not drawn)	-3	-13	10
CCN(CC)C(=O)Oc1ccc2c(ccn2Cc2ccccc2-c2ccccc2)c1-c1ccc(F)c(Cl)c1	2	0	7
Cc1nc(C(C)NC(=O)N2CC(C)CCC2C)cs1 (stereo not drawn)	-7	-5	1
CC(=O)NC(CC(C)C)C(=O)N1CCN(Cc2cccc(-c3noc(CC(C)C)n3)c2)CC1 (stereo not drawn)	-5	-7	28
COCCN(Cc1nc2ccccc2o1)C(=O)c1ccccc1OC	10	2	6
C=CCC(C)(C)CN1C[C@H](O)[C@@H](N2CCN(C)CC2)C1	-11	x	4
O=C1NCCN(Cc2ccoc2)C1CC(=O)N(Cc1ccccc1)CC1CCC1 (stereo not drawn)	-3	-5	1
Cn1nnnc1SCc1ccc(C(=O)N2C3CCC2CC(Oc2ccc4c(c2)OCO4)C3)cc1 (stereo not drawn)	-16	-9	8

In a second layout: results already given.
SMILES,hcGAS lum,mcGAS lum,NPYLR7 ag
CCN(CC)C(=O)Oc1ccc2c(ccn2Cc2ccccc2-c2ccccc2)c1-c1ccc(F)c(Cl)c1,2,0,7
Cc1cc(C)c(C)c(S(=O)(=O)N2CCC(C(=O)NCCCN3CCCCCC3)CC2)c1C,-5,-6,2
CC(=O)NC(CC(C)C)C(=O)N1CCN(Cc2cccc(-c3noc(CC(C)C)n3)c2)CC1 (stereo not drawn),-5,-7,28
